Source: PubChem (several laboratories)
MEKK3 PB1 HTS: modulators of MEKK3-MEK5 PB1 binding, primary screen, biochemical, wildtype MEKK3, multiplex bead flow cytometry, Alexa488-MEK5; Mitogen-activated protein kinase kinase kinase 3 (Homo sapiens), Q99759; bead-based flow cytometry, Alexa488-MEK5 binding to MEKK3; actives lie on both sides; 0 = blocked by unlabeled MEK5, 100 = vehicle; binding response (% of control), % at 10 µM; 290,000 tested, 1.4% active;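 active = binding response more than 3 SD above or below the average of its plate-row segment, actives on both sides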;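 also: Alexa488 bead fluorescence after subtracting the streptavidin-only scavenger bead signal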
IDE act: human IDE activators in live cells, primary screen, fluorescence polarization, HEK cells, FAbeta-B substrate; FAbeta-B cleavage; 0% vehicle, 100% cell-free pure enzyme wells; activation, % at 5.96 µM; 340,000 tested, 0.073% active; AID 493087, 2011;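 active = activation above the mean of all tested compounds plus 3 SD, set per screening campaign, cut at about 17% in these data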
CHRM4 PAM: human M4 muscarinic receptor positive allosteric modulators, primary screen, CHO-K1 cells, Fluo-8 calcium fluorescence; Muscarinic acetylcholine receptor M4 (Homo sapiens), P08173; CHO-K1 hM4/Gqi5, ACh EC20; 0% = ACh EC20, 100% = maximal ACh; activation, % at 3 µM; 360,000 tested, 0.4% active; AID 624126, 2012;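 active = activation above its plate's cutoff, the mean activation of sample wells plus 3 SD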; also: some results filed as inactive read as strong as hits
CRFBP-R2 block: antagonists of CRF-BP/CRF-R2 complex, primary screen, cell-based, HEK293, calcium dye fluorescence, uHTS. inhibition, % at 11.8 µM. 350,000 tested, 0.59% active. CRF-induced calcium fluorescence;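 active = inhibition of the ligand-induced calcium signal above about 50% at the single tested concentration, limit read from the data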
CRFR2-BP ag: agonists of CRF-BP/CRF-R2 complex, primary screen, cell-based, HEK293, calcium dye fluorescence, uHTS | 350,000 tested, 0.46% active | activation, % at 13.2 µM | calcium dye fluorescence (FLIPR); percent of saturating CRF peptide response | AID 588473, 2011 | CRF-binding protein / CRF receptor 2 complex (human);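 active = activation of at least 50%, plus an integration ratio under a set limit after plate pattern correction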;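 also: plate controls were neutral control wells without compound for no effect and CRF at EC100 for full effect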
GalR3 antag: GalR3 antagonists in HEK293 cells, primary screen, cell-based, fluorescence readout. Galanin receptor type 3 (Homo sapiens), O60755. inhibition, % at 3 µM. 360,000 tested, 0.44% active. AID 651719, 2012. HEK293 GalR3-CNG cAMP membrane potential fluorescence; galR3 body fused to GalR1 C-terminus;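 active = inhibition above the screen-wide average plus 3 SD, cut at about 13% in these data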;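 also: forskolin and galanin both at EC90 stimulate the cells; cAMP rise reported by CNG channel membrane potential dye signal; 0% = forskolin plus galanin with DMSO and 100% = forskolin alone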
PHOSPHO1 inh: PubChem AID 1565 | recombinant PHOSPHO1, absorbance phosphatase assay | inhibition, % at 13.3 µM | 290,000 tested, 1.1% active; in the data active = inhibition above about 60%
pCIP destab: p/CIP-EGFP fusion destabilizers, primary screen, fluorescence, F442A cells; Q05BA5; 16 h; decrease of EGFP signal, % at 10 µM; 290,000 tested, 0.01% active; AID 1984, 2009;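 active = EGFP signal decrease of at least 30% at 10 µM or well 3 SD below plate mean, unless failing retest; inactive = the rest, including hits failing retest or dose response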; also: some compounds called inactive have numbers as strong as hits; many of its hits are not listed in these tables
IDE inh: human IDE inhibitors in live cells, primary screen, fluorescence polarization, HEK cells, FAbetaB substrate. Insulin-degrading enzyme (Homo sapiens), P14735. FAbetaB cleavage. inhibition, % at 5.59 µM. 320,000 tested, 0.41% active;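 active = percent inhibition above the average of all tested compounds plus 3 SD, set per screening campaign, cut at about 16% in these data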;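 also: IDE supplied by intact live HEK cells; FP after avidin binding of uncleaved biotin substrate so inhibition keeps polarization high; 0% = DMSO wells and 100% = 60 µM reference IDE inhibitor Ii1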
* = called active by the depositor; . = not tested or not shown; [ ] = dose if it differs, or a comment.

SMILES	MEKK3 PB1 HTS	IDE act	CHRM4 PAM	CRFBP-R2 block	CRFR2-BP ag	GalR3 antag	PHOSPHO1 inh	pCIP destab	IDE inh
COc1ccccc1NS(=O)(=O)c1ccc(C(=O)NCC(c2ccccc2OC)N2CCCC2)cc1 (centres undefined)	.	-1	-11	-5	1.6	-5	.	.	.
Cc1cc(C)cc(N(CC(=O)Nc2ccc(-c3nc4ccc(C)cc4s3)cc2)S(C)(=O)=O)c1	99	-5	-3	-12	-0.1	-4	-12	-4	16
Cc1nnc(SCCN2C(=O)c3ccccc3C2=O)nc1C	97	-1	8	10	-0.7	-5	.	.	0
CCn1c(-c2ccccc2Cl)nn(CC(=O)Nc2ccc(OC)cc2)c1=S	103	3	2	14	-3.0	0	38	1	2
COc1ccc(N2CC(C(=O)Nc3nnc(Cc4ccccc4)s3)CC2=O)cc1 (centres undefined)	104	3	3	-7	-0.5	-10	30	-6	-8
CCC(CO)NC(=O)c1cc2c(s1)CCC2 (centres undefined)	102	7	7	-15	-1.6	1	13	-10	6
CC(C)(C)NC(=O)COC(=O)c1ccc(Cl)c(S(N)(=O)=O)c1	69	6	-3	-14	-4.1	0	21	0	0
Cc1nnc(NC(=O)c2cccc(S(=O)(=O)N3CCCC3)c2)s1	110	2	-3	-5	0.0	-1	18	-9	-2
Cc1nc2c(C)cccc2cc1C(=O)N/N=C/c1ccc(O)cc1	100	4	-5	71*	-11	-6	-11	-2	-2
O=C1CCC/C=C\C[C@@H](CC(=O)N(CCO)Cc2ccccc2)C(=O)N2CCC[C@H]2CO1	.	2	7	-8	1.1	-5	.	.	-2
CCN1C(=O)C(CC(=O)Nc2ccc(C)cc2C)Nc2cc(S(=O)(=O)N(C)C)ccc21 (centres undefined)	101	3	-2	0	-1.0	-5	23	-16	-2
CC1CCCN(C(=O)Cn2nnc(-c3ccc(N(C)C)cc3)n2)C1 (centres undefined)	106	-2	7	4	0.5	.	24	-7	-5
Cc1cc(C)nc(SCC(=O)Nc2ccnc3ccccc23)n1	101	-1	-8	-1	1.0	55*	13	-30	3
CCOc1cc(/C=C2/C(=O)ON=C2C)ccc1OCc1ccccc1	100	.	.	-14	15	-4	-109	-12	0
c1ccc(-c2noc(-c3ccco3)n2)nc1	83	1	2	-3	-0.7	-6	9	-2	4
O=C(CNC(=O)c1ccccc1F)NC1=NCCS1	104	1	5	-2	0.2	-2	8	-30	4
COc1cc(SC)ccc1C(=O)N(CC(=O)Nc1ccccc1Br)Cc1ccco1	.	-2	1	-15	2.2	0	.	.	3
CCCCCCCCCC1NC(C(=O)O)Cc2c1[nH]c1ccccc21 (centres undefined)	.	.	5	-12	-1.1	1	.	.	.
O=[N+]([O-])c1cccc(NC(=S)NCCc2ccccc2)c1	98	0	-4	27	12	-4	-6	-14	-1
COC(=O)c1ccc2c(=O)n(CCCCCC(=O)NCc3ccc4c(c3)OCO4)c(=O)[nH]c2c1	65*[inhibitor]	5	-9	21	-0.5	-6	16	-13	-2
CCN1CCN(C(=O)CSc2ccc(C)cc2)CC1	105	2	-4	7	1.2	5	39	4	0
O=C(CCc1c[nH]c2ccccc12)NCc1cccc(Cl)c1	97	-2	6	-1	-1.2	-9	19	-11	1
C(=N\Nc1ccccc1)/c1ccc(N2CCOCC2)cc1	105	-5	1	9	-1.4	-8	19	-8	-2
O=C(NCC1CCCO1)c1cc2c([nH]c3ccccc32)c(-c2cccc(Cl)c2)n1 (centres undefined)	101	7	-13	-25	3.1	.	3	-30	3
COc1ccc(NC(=S)NCCN2CCOCC2)cc1	97	0	2	7	-0.2	-11	48	-9	-7
COCCCNC(=O)c1ccc(Cn2c(=O)c3ccccc3n(CC(=O)NCc3ccco3)c2=O)cc1	96	9	-5	3	0.4	3	57	-4	-2
CCC(C)/C(C)=N/NC(=O)C1COc2ccccc2O1 (centres undefined)	101	2	-3	3	-1.4	-4	6	-7	-5
O=C1CSC(=Nc2ccc(Cl)cc2)N1	101	1	-1	4	0.6	-10	.	4	5
COc1ccc(NC(=O)c2ccc(NC(=O)CN3CCN(c4ccccc4OC)CC3)cc2)cc1	.	.	3	-3	-1.4	-5	.	.	.
O=[N+]([O-])c1ccc(/C=N/NC2=NS(=O)(=O)c3ccccc32)cc1	101	-1	-5	8	-0.8	-1	13	-3	4
CSC1=N/C(=C\C=C\c2cccs2)C(=O)S1	94	-1	3	-15	0.8	1	17	0	2
CCCCn1c(N)c(N(CCOC)C(=O)CC2CCCCC2)c(=O)[nH]c1=O	.	-3	3	-3	1.6	-4	.	.	.
CC1(C)C2CCC1(C)C(NC(=O)CCN1CCCCC1)C2 (centres undefined)	101	7	-5	-10	-0.1	-5	-8	-18	0
CCC(=O)Nc1nnc(SCCN2CCOCC2)s1	107	3	6	7	0.1	-3	0	1	-5
CCOC(=O)COc1nc(N(C)C)nc(N(C)C)n1	103	6	18	1	0.7	-2	-6	-2	-4
Cc1cccc(C)c1NC(=O)CNC(=O)Cc1ccc(Br)cc1	106	-2	11	-12	7.3	-6	12	7	-7
COc1oc(-c2ccccc2)nc1C(F)(F)F	98	-1	-4	16	-3.6	-5	-31	1	2
O=C(Cn1nnnc1CN1CCOCC1)N1CCC(c2cccc(Cl)c2)C1 (centres undefined)	99	3	1	-1	1.0	0	53	-4	-1
CSc1nc(N)nc(SCC(=O)c2ccc(C)cc2)c1C#N	105	0	1	-6	1.5	-5	14	-13	1
COC(=O)c1c(C(=O)OC)c2ccncn2c1Cl	101	5	9	2	0.0	-1	-4	-6	-5
O=C(CN(Cc1ccc(F)cc1)C(=O)c1csnn1)NC1CCCC1	99	5	-3	-2	-1.2	5	14	-20	8
CCOC(=O)c1cc2oc(C(c3nnnn3C3CCCCC3)N3CCOCC3)cc2[nH]1 (centres undefined)	97	2	5	-2	0.3	-2	10	-11	0
O=C(NCc1ccco1)c1ccc2c(=O)n(CCC3=CCCCC3)c(=O)[nH]c2c1	99	2	3	23	1.4	-1	16	13	1
CC(=O)N1CCN(C(=O)CNC(=O)c2ccc(C)s2)CC1	.	4	3	-5	-0.1	0	.	.	.
Oc1ccc(/C=N/Nc2cccc3cccnc23)c(O)c1	101	-3	25	4	-1.4	0	-17	-25	0
COc1ccc(C(=O)Nc2nnc(-c3ccccc3)o2)cc1OC	111	-2	-3	4	-0.7	1	-9	-9	-3
CCN(CC)CCN(C(=O)CCOc1ccccc1)c1nc2ccc(F)cc2s1	102	-7	-1	-26	3.9	-3	-14	9	5
O=C(/C=C/c1ccc2c(c1)OCO2)NCCSCc1c(Cl)cccc1Cl	122	-1	5	-15	8.6	-13	6	-4	8
COc1ccc2oc(C(=O)OCC(=O)NC3CCCCC3)c(C)c2c1	.	4	-8	-6	1.0	-4	.	.	-1
Cn1c(N)c(N2CCN(c3ccccc3)CC2)c(=O)[nH]c1=O	94	8	13	11	-0.1	-6	-10	25	8
Other records:
SMILES	MEKK3 PB1 HTS	IDE act	CHRM4 PAM	CRFBP-R2 block	CRFR2-BP ag	GalR3 antag	PHOSPHO1 inh	pCIP destab	IDE inh
Cc1ccc2c(c1)N(Cc1ccc([N+](=O)[O-])cc1)C=NS2(=O)=O	107	3	0	5	-3.2	-9	22	2	0
O=C1CC(C(=O)Nc2ccc(Cl)cc2)n2ncnc2N1 (centres undefined)	94	6	3	-12	7.3	2	40	-11	5
CCOC(=O)N1CCN(C(=O)Cc2ccccc2[N+](=O)[O-])CC1	103	2	-1	2	-1.4	-2	44	-3	9
O=C(Nc1ccccn1)c1ccc(C(=O)Nc2ccccn2)cc1	105	4	-3	6	5.8	.	14	15	7
Cc1ccc(NC(=O)Cn2c(CCC(=O)O)ccc2-c2ccc(Cl)cc2)cc1	105	3	-3	15	-0.8	-7	33	-12	-2
O=C1CC(N2CCOCC2)C(=O)N1c1ccc(Cl)cc1 (centres undefined)	96	-1	12	5	-0.8	-6	38	-1	-2
Cc1ccc(C)c(OCc2cc(C(=O)NC(C)c3cnn(C)c3)no2)c1 (centres undefined)	102	8	8	-9	1.2	-9	38	-7	-2
Cc1ccc(N2CC(O)=C(c3ccccc3)C2=N)cc1	88	2	0	2	-0.2	-5	-10	4	-8
CC(=O)Nc1ccc(S(=O)(=O)N2CCC(NC(=O)C(Cc3ccc(C)cc3)NC(C)=O)CC2)cc1 (centres undefined)	100	1	0	2	-0.8	-5	18	-12	.
CSc1nnc(-c2cccc(C)c2)n1N	107	2	32*	-4	0.6	2	-11	-6	-1
CC(=O)Nc1ccc(Nc2cc(C)nc3c(-c4ccccc4)cnn23)cc1	112	1	-3	-82	-0.4	-5	0	-1	2

Some of these compounds in order of molecular weight, high to low.
SMILES	MEKK3 PB1 HTS	IDE act	CHRM4 PAM	CRFBP-R2 block	CRFR2-BP ag	GalR3 antag	PHOSPHO1 inh	pCIP destab	IDE inh
CC(=O)Nc1ccc(S(=O)(=O)N2CCC(NC(=O)C(Cc3ccc(C)cc3)NC(C)=O)CC2)cc1 (centres undefined)	100	1	0	2	-0.8	-5	18	-12	.
Cc1ccc(NC(=O)Cn2c(CCC(=O)O)ccc2-c2ccc(Cl)cc2)cc1	105	3	-3	15	-0.8	-7	33	-12	-2
CC(=O)Nc1ccc(Nc2cc(C)nc3c(-c4ccccc4)cnn23)cc1	112	1	-3	-82	-0.4	-5	0	-1	2
Cc1ccc(C)c(OCc2cc(C(=O)NC(C)c3cnn(C)c3)no2)c1 (centres undefined)	102	8	8	-9	1.2	-9	38	-7	-2
COc1ccc2oc(C(=O)OCC(=O)NC3CCCCC3)c(C)c2c1	.	4	-8	-6	1.0	-4	.	.	-1
Cc1ccc2c(c1)N(Cc1ccc([N+](=O)[O-])cc1)C=NS2(=O)=O	107	3	0	5	-3.2	-9	22	2	0
O=C(Nc1ccccn1)c1ccc(C(=O)Nc2ccccn2)cc1	105	4	-3	6	5.8	.	14	15	7
Cn1c(N)c(N2CCN(c3ccccc3)CC2)c(=O)[nH]c1=O	94	8	13	11	-0.1	-6	-10	25	8
O=C1CC(N2CCOCC2)C(=O)N1c1ccc(Cl)cc1 (centres undefined)	96	-1	12	5	-0.8	-6	38	-1	-2
O=C1CC(C(=O)Nc2ccc(Cl)cc2)n2ncnc2N1 (centres undefined)	94	6	3	-12	7.3	2	40	-11	5
Cc1ccc(N2CC(O)=C(c3ccccc3)C2=N)cc1	88	2	0	2	-0.2	-5	-10	4	-8
CSc1nnc(-c2cccc(C)c2)n1N	107	2	32*	-4	0.6	2	-11	-6	-1
